SENP6 inh = SENP6 protease inhibitors, primary screen, biochemical, luminescence, uHTS; inhibition, % at 10 µM; Recombinant SENP6 catalytic domain, aminoluciferin luminescence; Sentrin-specific protease 6 (Homo sapiens), Q9GZR1; hit rate 1.8% among 330,000; AID 2599, 2010;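 active = inhibition above about 50% at the single tested dose, limit read from the data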;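 also: plate controls were DMSO wells with enzyme for no effect and DMSO wells lacking enzyme for full effect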
PfGluPho inh = PfG6PD enzyme inhibitors, primary screen, biochemical, fluorescence intensity, uHTS | hit rate 0.78% among 350,000 | PfGluPho enzyme, NADPH resazurin-diaphorase fluorescence | inhibition, % at 20 µM;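 active = inhibition reaching at least a set limit at 20 µM in the primary screen, cut at about 59% in these data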;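 also: 0% = DMSO wells with substrate and 100% = DMSO wells lacking glucose-6-phosphate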
SENP8 block-1 = human SENP8 protease inhibitors, primary screen, biochemical, fluorescence, Nedd8 protein substrate, uHTS. hit rate 0.64% among 360,000. inhibition, % at 20 µM. recombinant SENP8. AID 602440, 2012; in the data active = inhibition mostly above about 40%, no sharp cut-off; inactive = mostly below about 27%
Target sequence (Q96LD8 whole entry, looked up): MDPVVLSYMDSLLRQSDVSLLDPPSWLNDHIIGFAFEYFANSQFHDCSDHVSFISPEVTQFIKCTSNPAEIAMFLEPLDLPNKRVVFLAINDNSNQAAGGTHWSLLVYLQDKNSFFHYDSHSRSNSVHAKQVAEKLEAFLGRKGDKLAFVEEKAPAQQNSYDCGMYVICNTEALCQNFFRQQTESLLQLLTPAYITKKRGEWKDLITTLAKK
SENP8 block-2 = SENP8 protease inhibitors, primary screen, biochemical, luminescence; hit rate 1.2% among 330,000; inhibition, % at 10 µM; Sentrin-specific protease 8 (Homo sapiens), Q96LD8; AID 2540, 2010; purified SENP8, Z-RLRGG-aminoluciferin cleavage; in the data active = inhibition above about 50%
NLRP3 yeast inh = NALP3 inflammasome inhibitors in reconstituted yeast, primary screen, luminescence, uHTS. Yeast reconstituted NLRP3/ASC/caspase-1, beta-gal luminescence, 24 h. inhibition, % at 10 µM. hit rate 0.39% among 330,000. AID 2825, 2010;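 active = inhibition of 50% or more; inactive = inhibition below 50%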;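 also: plate controls were induced DMSO wells for no effect and uninduced yeast grown without galactose for full effect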
Apaf1 inhib = inhibitors of human Apaf-1 apoptosome, primary screen, biochemical, DEVD-Rh110 fluorescence, uHTS; hit rate 0.71% among 330,000; Apoptotic protease-activating factor 1 (Homo sapiens), O14727; inhibition, % at 20 µM; AID 489030, 2010; reconstituted apoptosome caspase-3 activity; active = inhibition of at least 40% at 20 µM;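 also: plate controls were DMSO wells for no effect and DEVD-CHO caspase inhibitor wells for full effect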
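Medium: Hepes buffer, pH 7.5 / System: biochemical Apaf-1 apoptosome reconstitution / Measured by: Rh110 fluorescence, excitation 480 nm, emission 540 nm / Times: compound with Apaf-1, dATP, procaspase-3 30 min, then 50 min reaction, room temperature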
SENP1 FRET inh = human SENP1 catalytic domain inhibitors, primary screen, biochemical, FRET, uHTS; Sentrin-specific protease 1 (Homo sapiens), Q9P0U3; recombinant SENP1 catalytic domain, CyPet-SUMO1-YPet FRET cleavage; inhibition, % at 10 µM; hit rate 0.21% among 360,000; AID 624204, 2012;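 active = inhibition at least 30% at 10 µM, raw YFP signal under a set limit, fluorescence ratio 0.5 to 1.5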;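 also: 0% = enzyme with DMSO and 100% = no enzyme wells; some results filed as inactive read as strong as hits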
Target sequence (Q9P0U3 419-644 limits assumed): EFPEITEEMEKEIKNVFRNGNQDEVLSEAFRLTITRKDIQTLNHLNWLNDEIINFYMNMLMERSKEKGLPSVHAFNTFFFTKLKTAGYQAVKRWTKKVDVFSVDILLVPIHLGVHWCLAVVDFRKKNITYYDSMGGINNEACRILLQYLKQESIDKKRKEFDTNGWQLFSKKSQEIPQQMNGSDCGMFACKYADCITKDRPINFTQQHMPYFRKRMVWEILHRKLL
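system = hSENP1 catalytic domain, recombinant | reagent = SFCypet-SUMO1-SFYpet substrate at 25 nM | doses = one dose per compound, 10 µM, 0.5% DMSO | incubation = enzyme reaction for 50 min at room temperature, dark | measured by = FRET, CFP and YFP emission | controls = no-enzyme low, enzyme-DMSO high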
HKDC1 inhibitor = HKDC1 hexokinase inhibitors, primary screen, biochemical, fluorescence, uHTS; Q2TB90; recombinant HKDC1, G6PDH/diaphorase resazurin coupled fluorescence; inhibition, % at 20 µM; hit rate 0.16% among 340,000;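 active = inhibition above about 35% when tested at 20 µM, limit read from the data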;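 also: plate controls were DMSO wells with enzyme for no effect and DMSO wells lacking enzyme for full effect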
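Test system: HK5 enzyme. Quantity: 5 µg/mL HK5 final. Reagent: glucose and ATP substrates. Schedule: 90 min reaction incubation at room temperature, dark. Technique: resazurin-to-resorufin fluorescence via G6PDH and diaphorase coupling, 525/613 nm. Control set: DMSO wells with and without enzyme mix.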
SENP7 block = SENP7 protease inhibitors, primary screen, biochemical, luminescence, uHTS; recombinant SENP7, Z-RLRGG-aminoluciferin luminescence, 40 min; hit rate 1.5% among 330,000; inhibition, % at 5 µM; AID 434973, 2010; Sentrin-specific protease 7 (Homo sapiens), Q9BQF6;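 active = inhibition above about 50% at the single test dose, limit read from the data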;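 also: plate controls were DMSO with enzyme for no effect and no enzyme buffer wells for full effect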
Target sequence (Q9BQF6 706-1050 limits assumed): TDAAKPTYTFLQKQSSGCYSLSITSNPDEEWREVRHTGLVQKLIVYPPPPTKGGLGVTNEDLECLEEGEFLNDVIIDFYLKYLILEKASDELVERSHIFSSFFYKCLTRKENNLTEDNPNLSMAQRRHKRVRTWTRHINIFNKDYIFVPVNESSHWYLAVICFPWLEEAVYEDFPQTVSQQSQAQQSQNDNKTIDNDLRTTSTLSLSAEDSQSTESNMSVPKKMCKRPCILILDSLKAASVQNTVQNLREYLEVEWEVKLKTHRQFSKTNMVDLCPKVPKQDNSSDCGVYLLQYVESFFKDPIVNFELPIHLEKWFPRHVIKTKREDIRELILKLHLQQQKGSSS
* = called active by the depositor. Compounds were not picked by outcome, and some 4.1% of all compounds hit somewhere here.

Key to letters – A = SENP6 inh; B = PfGluPho inh; C = SENP8 block-1; D = SENP8 block-2; E = NLRP3 yeast inh; F = Apaf1 inhib; G = SENP1 FRET inh; H = HKDC1 inhibitor; I = SENP7 block
COC(=O)c1c(C)nc(C)c(C(=O)OC)c1-c1ccsc1
  A: -5	B: -7	C: 0	D: -5	E: 19	F: -9	G: 2	H: 0	I: -2
C[C@@H]1CC=C[C@H]2[C@H]1C(=O)N(Cc1ccccc1)[C@H]2c1ccc(-c2cc3ccccc3s2)cc1F
  A: 25	B: -3	C: -280	D: 1	E: 26	F: 18	G: -1	H: 3	I: 8
CC(C)N(Cc1nc(-c2ccc(Cl)cc2)no1)C(=O)C(c1ccccc1)c1ccccc1
  A: -4	B: 13	C: 20	D: -3	E: 2	F: 25	G: 2	H: -1	I: 0
C=CCNc1nc(Cl)nc(NC2CCCCC2)n1
  A: -8	B: -6	C: 2	D: -6	E: 6	F: -8	G: 0	H: -1	I: -7
COc1ccccc1OCCSc1nc2ccccc2n1CCO
  A: 11	B: -12	C: 3	D: -11	E: 6	F: 3	G: 2	H: -10	I: -8
CCOC(=O)C(c1ccccc1)N1CCN(c2ccc(OC)cc2)CC1 (stereo unspecified)
  A: -20	B: 12	C: 19	D: -6	E: -25	F: 18	G: 2	H: 2	I: -6
CC(=O)C1=C(O)C(=O)N(c2ccc(S(=O)(=O)Nc3nccs3)cc2)C1c1ccc([N+](=O)[O-])cc1 (stereo unspecified)
  A: -9	B: -27	C: 10	D: -4	E: 2	F: 6	G: 0	H: -3	I: -13
Cc1ccc(-c2csc3nc[nH]c(=O)c23)c(C)c1
  A: -6	B: -13	C: 10	D: 9	E: 12	F: -2	G: -1	H: 2	I: -1
Cc1ccnc(N2C(=O)c3ccccc3C2Nc2ccccc2Cl)c1 (stereo unspecified)
  A: -4	B: -8	C: 3	D: 1	E: 14	F: 10	G: 1	H: -3	I: 2
Cc1sc2ncnc(N3CCC(C(=O)NNC(=O)c4ccccc4Cl)CC3)c2c1C
  A: -3	B: -2	C: -8	D: 0	E: -1	F: 18	G: -3	H: -3	I: 5
O=C(O)Cn1cc(/C=C/[N+](=O)[O-])c2ccccc21
  A: 7	B: -6	C: -33	D: 3	E: 16	F: 6	G: -8	H: 0	I: 7
N#CC1(NC(=O)COC(=O)c2ccc(-c3ccc(O)cc3)cc2)CCCCC1
  A: 11	B: 7	C: -448	D: 2	E: 12	F: -2	G: -1	H: 0	I: -1
COC(C(=O)Nc1ccc(S(=O)(=O)Nc2ccc(C)c(C)c2)cc1)c1ccccc1 (stereo unspecified)
  A: -3	B: 5	C: 22	D: 4	E: 17	F: 17	G: 1	H: -3	I: -6
CCc1ccc2n(-c3ccc(OC)cc3)c([S-])c(C(=O)Nc3cc(C)cc(C)c3)[n+]2c1
  A: -2	B: -7	C: -268	D: -8	E: 12	F: 7	G: -28	H: -4	I: 2
O=C(Nc1cccnc1Cl)c1cccnc1Cl
  A: -21	B: -9	C: 9	D: -9	E: 11	F: 10	G: 1	H: -8	I: -5
O=C(CC12CC3CC(CC(C3)C1)C2)NC(=S)NCc1ccco1
  A: 1	B: 6	C: 0	D: -7	E: 22	F: 20	G: 0	H: -2	I: 2
COc1nc(C)ccc1-c1noc(-c2ccncc2)n1
  A: -1	B: 2	C: 14	D: 2	E: 29	F: -14	G: 0	H: -11	I: 2
CC(NC(=O)Cc1ccc(F)cc1)c1ccccc1 (stereo unspecified)
  A: 1	B: -4	C: 17	D: 3	E: 10	F: 3	G: -1	H: -1	I: 6
CC1Cc2nc(SCC(=O)Nc3ccc4c(c3)OCO4)n(CCc3ccccc3)c(=O)c2S1 (stereo unspecified)
  A: -17	B: -4	C: 14	D: -10	E: 7	F: 12	G: 3	H: 5	I: 12
COc1cc2c(cc1OC)-c1cc(Nc3cccc(F)c3)nc(=O)n1CC2
  A: -2	B: -7	C: -319	D: -8	E: 3	F: 7	G: -13	H: -3	I: 2
CC(NC(=O)c1ccc(N2CCCC2)c([N+](=O)[O-])c1)c1ccc(S(N)(=O)=O)cc1 (stereo unspecified)
  A: 1	B: 13	C: 10	D: 1	E: 17	F: -1	G: 1	H: 0	I: -4
CCN1CCN(C(=O)CS(=O)(=O)Cc2nc(-c3ccccc3C)oc2C)CC1
  A: 0	B: -1	C: 7	D: 3	E: 6	F: -7	G: 1	H: -2	I: -2
COc1ccc(/C=N/N2CCOCC2)cc1Cn1cc([N+](=O)[O-])cn1
  A: 0	B: -5	C: 22	D: 1	E: 1	F: -1	G: 1	H: 6	I: 2
O=C(/C=C/c1c(Cl)cccc1Cl)n1cccn1
  A: -1	B: 0	C: 8	D: -7	E: 17	F: 5	G: 3	H: 8	I: 0
Cc1onc(-c2ccccc2)c1C(=O)NNC(=S)NC(=O)c1ccc(F)cc1
  A: 30	B: -28	C: 20	D: 10	E: 10	F: -3	G: 4	H: -22	I: 4

Ordered by value in PfGluPho inh (highest first): 3 of the compounds above.
SMILES | SENP6 inh | PfGluPho inh | SENP8 block-1 | NLRP3 yeast inh | SENP1 FRET inh | HKDC1 inhibitor | SENP7 block
Cc1sc2ncnc(N3CCC(C(=O)NNC(=O)c4ccccc4Cl)CC3)c2c1C | -3 | -2 | -8 | -1 | -3 | -3 | 5
CCc1ccc2n(-c3ccc(OC)cc3)c([S-])c(C(=O)Nc3cc(C)cc(C)c3)[n+]2c1 | -2 | -7 | -268 | 12 | -28 | -4 | 2
Cc1onc(-c2ccccc2)c1C(=O)NNC(=S)NC(=O)c1ccc(F)cc1 | 30 | -28 | 20 | 10 | 4 | -22 | 4

Complete entries, looked up by structure. Order of screens: SENP6 inh | PfGluPho inh | SENP8 block-1 | SENP8 block-2 | NLRP3 yeast inh | Apaf1 inhib | SENP1 FRET inh | HKDC1 inhibitor | SENP7 block
CCOC(=O)C(c1ccccc1)N1CCN(c2ccc(OC)cc2)CC1 (stereo unspecified) as listed: -20 | 12 | 19 | -6 | -25 | 18 | 2 | 2 | -6
COC(C(=O)Nc1ccc(S(=O)(=O)Nc2ccc(C)c(C)c2)cc1)c1ccccc1 (stereo unspecified) as listed: -3 | 5 | 22 | 4 | 17 | 17 | 1 | -3 | -6

The listing continues.
Key to letters – A = SENP6 inh; B = PfGluPho inh; C = SENP8 block-1; D = SENP8 block-2; E = NLRP3 yeast inh; F = Apaf1 inhib; G = SENP1 FRET inh; H = HKDC1 inhibitor; I = SENP7 block
CCCCN(C(=O)CSc1nncn1-c1ccccc1OC)c1c(N)n(Cc2ccccc2)c(=O)[nH]c1=O
  A: -8	B: 10	C: 11	D: -6	E: 11	F: 7	G: 0	H: -11	I: 1
COc1ccc(NC(=O)C2CCCN2S(=O)(=O)c2cccc3cccnc23)c(OC)c1 (stereo unspecified)
  A: 10	B: 4	C: 12	D: -14	E: -4	F: 2	G: -3	H: -3	I: -12
CN(C)S(=O)(=O)c1cccc(NC(=O)CCCSc2ccccc2)c1
  A: -4	B: 13	C: 5	D: 6	E: -3	F: 12	G: 1	H: -6	I: 4
CN(Cc1cccs1)C(=O)CCc1c[nH]c2ccccc12
  A: -10	B: 11	C: 10	D: -3	E: -10	F: -15	G: 4	H: -8	I: -6
Cc1cc(C)c2c(CN3CCN(Cc4ccc5c(c4)OCO5)CC3)cc(=O)oc2c1
  A: -5	B: 26	C: 9	D: -9	E: 18	F: 24	G: 0	H: 4	I: 16
COc1ccc(Cl)cc1N1CC(C(=O)Nc2nccs2)CC1=O (stereo unspecified)
  A: -12	B: -16	C: 22	D: 5	E: 9	F: -7	G: 0	H: -13	I: -4
O=C(CN(C(=O)CCC(=O)Nc1nccs1)c1ccc(F)cc1)NCCc1ccccc1
  A: 21	B: -2	C: 17	D: -10	E: -2	F: 11	G: 1	H: -2	I: -3
N#Cc1cccc(NC(=O)COC(=O)c2ccccc2Sc2ccccc2C#N)c1
  A: 3	B: -4	C: 10	D: 7	E: 14	F: 5	G: 3	H: 5	I: -4
Cc1cc(CNC(=O)c2cc(COc3ccc(F)c(F)c3)on2)nn1C
  A: 27	B: 7	C: -14	D: 10	E: 29	F: 6	G: -2	H: -1	I: 8
CNC(=O)CSc1nnc(-c2ccco2)n1-c1cccc(OC)c1
  A: -17	B: -2	C: 13	D: -12	E: 17	F: -5	G: 2	H: -6	I: 15
O=C(Cn1c(=O)n(CC2CCCO2)c(=O)c2ccccc21)c1ccccc1 (stereo unspecified)
  A: -14	B: -3	C: 22	D: -7	E: 3	F: 3	G: 3	H: -1	I: -9
CCOC(=O)c1cc2c(=O)n3ccccc3nc2n(Cc2ccco2)c1=NC(=O)c1cccc(OC)c1
  A: -10	B: 5	C: -464	D: -2	E: 17	F: 4	G: -29	H: 5	I: 1
O=C(Cc1ccccc1)NCCc1ccc(Cl)cc1Cl
  A: 8	B: -3	C: 8	D: -4	E: 28	F: -1	G: -1	H: -1	I: -2
CC(=O)c1cccc(S(=O)(=O)NCC(C)(C)N2CCOCC2)c1
  A: 13	B: -3	C: 15	D: 4	E: 17	F: -2	G: 0	H: 4	I: -6
COc1ccc(Cl)cc1NC(=O)Cn1nnc(C(=O)NCc2ccc3c(c2)OCO3)c1N
  A: -3	B: 3	C: 14	D: 3	E: 8	F: -7	G: 1	H: -4	I: 2
Cc1nn(Cc2ccccc2)c(C)c1C(=O)NCC(c1cccs1)N1CCOCC1 (stereo unspecified)
  A: -9	B: -5	C: 3	D: -7	E: 6	F: 11	G: 1	H: -8	I: -6
Cc1occc1C(=O)Nc1sccc1C(N)=O
  A: 5	B: 4	C: -67	D: -7	E: 18	F: -6	G: -13	H: 4	I: -12
O=C(CSc1nnc(CNC(=O)c2cccc(C(F)(F)F)c2)o1)NC1CCCCC1
  A: -15	B: -2	C: 10	D: 7	E: 16	F: 4	G: 3	H: -3	I: -2
Cc1c(C)c(C)c(S(=O)(=O)N2CCC3(CC2)OCCO3)c(C)c1C
  A: 5	B: 16	C: 2	D: -10	E: 12	F: -5	G: -1	H: -1	I: -7
CCOC(=O)c1cnc(SCC(=O)N2CCC(C(N)=O)CC2)nc1N
  A: -14	B: -11	C: 14	D: -7	E: 27	F: -9	G: 3	H: -14	I: 0
Cc1cccc(OCC(=O)NCC(C)(C)N2CCOCC2)c1
  A: -8	B: -9	C: 6	D: -12	E: 11	F: 4	G: 2	H: 2	I: -1

Compound activity from PubChem.
